Bioassay records from PubChem.
Growth percent in the NCI-60 one-dose screen (48 h, 10 µM unless noted): 100 = growth as untreated, 0 = no growth, -100 = all killed.
T-47D: T-47D breast cancer; 79,000 tested, 5% active
MALME-3M: MALME-3M melanoma; 78,000 tested, 5.8% active; AID 1794766
SK-MEL-28: SK-MEL-28 melanoma; 81,000 tested, 4.1% active; AID 1794761
SK-MEL-2: SK-MEL-2 melanoma | AID 1794763 | 77,000 tested, 4.7% active
HS 578T: HS 578T breast cancer | AID 1794788 | 78,000 tested, 4.1% active
UACC-257: UACC-257 melanoma; 78,000 tested, 4.4% active
UACC-62: UACC-62 melanoma; 81,000 tested, 5.4% active
BT-549: BT-549 breast cancer; 78,000 tested, 4.4% active; AID 1794793
* hit, by the source's call; x = not tested or not shown; & = joins results of further samples. How the source made its calls: active means growth percent below 10; inactive means the rest.

1: COc1ccc(-c2nn(-c3cccc(Cl)c3)cc2C2CC(c3cccs3)=NN2)cc1 (centres undefined)
2: CC(=O)Nc1ccc(Cl)cc1Cl
3: C=CCN=C1NC(=O)/C(=C/c2cc(C(C)(C)C)c(O)c(C(C)(C)C)c2)S1
4: C=COCC(F)(F)F
5: N#Cc1c(-c2cccc([N+](=O)[O-])c2)cc(-c2ccc3ccccc3c2)nc1N
6: CCC(C)C(N)C1=NC(C(=O)NC(CC(C)C)C(=O)NC(CCC(=O)O)C(=O)NC(C(=O)NC2CCCCNC(=O)C(CC(N)=O)NC(=O)C(CC(=O)O)NC(=O)C(Cc3cnc[nH]3)NC(=O)C(Cc3ccccc3)NC(=O)C(C(C)CC)NC(=O)C(CCCN)NC2=O)C(C)CC)CS1 (centres undefined)
7: O=c1cc(N2CCNCC2)oc2c(-c3ccc4c(c3)OCCO4)csc12
8: NNC(=O)c1ccncc1
9: C[C@@H](CO)C[C@@H](C)c1cc2ccccc2o1
10: Cn1c(=O)[nH]c(=O)c2nc(/C=C(\O)c3ccco3)c(=O)[nH]c21

Assay by compound	1	2	3	4	5	6	7	8	9	10
UACC-62	100	96	64	102	72	106	104	102&93	99	105
MALME-3M	109	112	75	101	91	97	99	116&101	91	104
SK-MEL-2	86	x	40	90	92	113	104	87&107	86	105
UACC-257	90	124	93	102	92	105	113	113&97	x	103
BT-549	129	120	56	98	90	x	96	99&95	89	101
SK-MEL-28	108	157	73	112	93	126	101	123&112	112	108
HS 578T	103	178	77	103	x	111	98	109&110	104	92
T-47D	97	103	47	106	42	91	104	104&90	92	95

11: O=C(CC1(O)C(=O)Nc2ccccc21)c1cccnc1 (centres undefined)
12: O=C(Nc1ccc(Cl)c(Cl)c1)O/N=C\c1c(Cl)ccc([N+](=O)[O-])c1Cl
13: O=C(O)CCSSc1ccccc1
14: O=C(NCCc1ccccc1)C1CCC(=O)N1Cc1ccc(Br)cc1 (centres undefined)
15: CC(C)(c1ccc(OCC(O)CNCc2ccco2)cc1)c1ccc(OCC(O)CNCc2ccco2)cc1 (centres undefined)
16: OC(c1ccccc1)C1(c2ccccc2)OCCO1 (centres undefined)
17: COc1ccc(-c2nc(/C=N/Nc3cc(C)nc4ccc(Cl)cc34)c(C)o2)cc1
18: OCc1cc(Cl)cc(Cl)c1O
19: O=C(Nc1ccc(Cl)c(C(F)(F)F)c1)c1cncc(C#Cc2cnc3ccc(N4CCOCC4)nn23)c1
20: CC1(C)CC(O)(Cc2ccccc2)C(C)(O)c2ccccc21 (centres undefined)

Assay by compound	11	12	13	14	15	16	17	18	19	20
UACC-62	98	-63*	100	95	104	100	15	108	-10*	89
MALME-3M	95	-45*	98	97	98	109	-91*	104	-40*	101
SK-MEL-2	102	-4.8*	120	96	94	99	101	102	-34*	118
UACC-257	107	-49*	97	80	93	98	104	126	6.5*	92
BT-549	113	-6.1*	85	107	89	107	-35*	x	-15*	88
SK-MEL-28	109	-12*	102	100	101	115	-41*	123	0.8*	111
HS 578T	99	x	100	113	76	109	-29*	104	-25*	106
T-47D	98	-47*	92	106	72	103	-38*	108	1.3*	104

21: Cc1ccn2c(NC(C)(C)CC(C)(C)C)c(-c3ccc(-c4ccccc4)cc3)nc2c1
22: Nc1c(C(=O)Nc2c(Cl)cccc2Cl)sc2nc3c(cc12)CCCCC3
23: CCN(CC)CCNc1cccc2sc3ccccc3c(=O)c12
24: COc1ccc(-c2nc(Br)cn3ccnc23)cc1
25: O=C(O)CCCN1C(=O)/C(=C/c2ccc(F)cc2)SC1=S
26: COc1cc(C(=O)c2c(-c3ccccc3)oc3ccccc23)cc(OC)c1O
27: CC(C(=O)O)N(CCC#N)CCC#N (centres undefined)
28: CCn1c2ccc(N(C)C)cc2c2cc(N(C)C)ccc21
29: CCOc1c(C#N)c(Nc2ccc(S(N)(=O)=O)cc2)c(C#N)c2nnc(Nc3ccccc3)n12
30: CCCCN(CCCC)CC(O)c1ccc2cc(Cl)c3ccccc3c2c1 (centres undefined)

Assay by compound	21	22	23	24	25	26	27	28	29	30
UACC-62	77	29	27	92	93	35	108	92	102	86
MALME-3M	86	61	96	113	105	48	107	111	106	100
SK-MEL-2	97	63	115	x	x	51	123	104	105	92
UACC-257	91	51	41	98	94	73	101	93	101	87
BT-549	96	53	82	88	126	47	103	97	106	95
SK-MEL-28	93	59	86	105	96	66	102	99	109	102
HS 578T	104	59	78	90	104	-3.4*	129	107	116	83
T-47D	67	58	96	77	92	29	110	88	104	62

31: COc1cc(/C=C\c2cccnc2Nc2cc(OC)c(OC)c(OC)c2)cc(OC)c1OC
32: CCC(=O)C(C#N)c1ccccc1 (centres undefined)
33: CCCCC(O)Cn1ncc(C(=O)OCC)c1NC(=O)NCc1cccc(C(F)(F)F)c1 (centres undefined)
34: CC(=O)C1=C(C)NC(=S)NC1c1ccc2c(c1)OCO2 (centres undefined)
35: COc1ccccc1S(=O)(=O)Nc1ccc2c3c(cc(-c4cnn(C5CC5)c4)nc13)C(=O)N2C
36: CC(C)OCCCNc1nc(Cl)nc2c1cnn2C
37: Nc1ncnc2c1C(c1ccc(Br)cc1)c1sc3c(F)cccc3c1O2 (centres undefined)
38: CC(=O)OCC(=O)C1(O)CCC2C3CCC4CC(=O)CCC4(C)C3C(=O)CC21C (centres undefined)
39: O=C(NNC1=NCCC1)c1ccccc1
40: CCCCCCCCCCCCCCn1c2ccccc2c2c3c(c4c5cc(OC)ccc5oc4c21)C(=O)NC3=O

Assay by compound	31	32	33	34	35	36	37	38	39	40
UACC-62	67	110	78	99	35	96	80	89	105	101
MALME-3M	98	99	93	108	64	112	127	86	102	115
SK-MEL-2	76	102	110	106	79	104	110	x	92	113
UACC-257	93	108	92	102	66	98	114	91	102	102
BT-549	92	94	103	108	90	104	100	106	107	101
SK-MEL-28	102	109	114	116	77	119	119	106	101	107
HS 578T	94	123	97	101	56	99	95	92	107	96
T-47D	78	93	x	96	70	90	75	92	91	104

Arranged by formula weight (smallest number first): part of the list above
32: CCC(=O)C(C#N)c1ccccc1 (centres undefined)
39: O=C(NNC1=NCCC1)c1ccccc1
36: CC(C)OCCCNc1nc(Cl)nc2c1cnn2C
34: CC(=O)C1=C(C)NC(=S)NC1c1ccc2c(c1)OCO2 (centres undefined)
38: CC(=O)OCC(=O)C1(O)CCC2C3CCC4CC(=O)CCC4(C)C3C(=O)CC21C (centres undefined)
37: Nc1ncnc2c1C(c1ccc(Br)cc1)c1sc3c(F)cccc3c1O2 (centres undefined)

Assay by compound	32	39	36	34	38	37
UACC-62	110	105	96	99	89	80
MALME-3M	99	102	112	108	86	127
SK-MEL-2	102	92	104	106	x	110
UACC-257	108	102	98	102	91	114
BT-549	94	107	104	108	106	100
SK-MEL-28	109	101	119	116	106	119
HS 578T	123	107	99	101	92	95
T-47D	93	91	90	96	92	75

Next part:
41: O=C(O)CCC(NC(=O)c1cccc([N+](=O)[O-])c1)C(=O)O (centres undefined)
42: O=C(Nc1ccc(F)cc1)Nc1ccccc1CNc1nc(Nc2ccc(OCCN3CCCC3)cc2)ncc1Cl
43: Cn1c(Cc2ccccc2)nc(=O)c2ccccc21
44: O=C(CCCNc1ncnc2c1ncn2-c1ccccc1)NC1CCCCC1
45: NC1=NC(=O)NC1(c1ccccc1)c1ccccc1
46: Brc1cn2ccnc2c(-c2ccco2)n1
47: Oc1ccccc1/C=N/Nc1ccc2ccccc2n1
48: O=C([O-])C1CCCCC1[I+]c1ccccc1 (centres undefined)
49: N#Cc1cnn2c(=O)[nH]cnc12
50: Cc1ccc(C)c2c1CCC(C)C2=O (centres undefined)

Assay by compound	41	42	43	44	45	46	47	48	49	50
UACC-62	101	95	100	90	101	99	41	88	110	111
MALME-3M	111	-29*	118	94	93	123	35	93	93	102
SK-MEL-2	106	99	96	96	68	111	64	111	101	106
UACC-257	111	6.0*	112	97	103	110	63	106	109	107
BT-549	108	85	118	102	131	62	67	99	126	106
SK-MEL-28	114	-13*	106	105	109	103	74	106	101	105
HS 578T	117	74	114	93	98	104	79	121	106	103
T-47D	104	100	103	89	80	91	22	x	96	94

51: COc1ccc(CCN2C(=O)c3[nH]nc(-c4cc(Cl)c(C)cc4O)c3C2c2ccccc2F)cc1 (centres undefined)
52: CC12CCCC(C(C#N)C(N)=O)(C1)NC(=O)C2C#N (centres undefined)
53: COc1ccc(C(=O)COc2ccc(/C=C3\CSc4ccc(C)cc4C3=O)cc2)cc1
54: O=C1C2C(c3ccccc3)=C(c3ccccc3)C1C1C(c3ccccc3)=C(c3ccccc3)C(=O)C21 (centres undefined)
55: Cc1c(-c2ccccc2Cl)nc2ccccc2c1C(=O)O
56: Cc1onc(-c2ccccc2)c1-c1ccc(S(N)(=O)=O)cc1
57: Cc1cc(OC(=O)c2ccc(OCc3ccccc3)cc2)nc2[nH]c(=O)sc12
58: c1ccc(-c2ccc(-c3cc(-c4ccccc4)n(-c4ccccc4)n3)cc2)cc1
59: C/C(=C(/c1ccccc1)c1ccc(N2C(=O)c3cccc4c(NCCN(C)C)ccc(c34)C2=O)cc1)c1ccccc1
60: N#Cc1c2c([nH]c(=O)c1C#N)CCCCC2

Assay by compound	51	52	53	54	55	56	57	58	59	60
UACC-62	99	99	88	64	101	88	106	95	93	98
MALME-3M	108	x	89	77	112	96	108	97	103	109
SK-MEL-2	103	109	84	106	x	x	103	101	109	119
UACC-257	104	114	83	65	101	105	106	106	102	x
BT-549	104	97	91	85	110	101	111	107	94	113
SK-MEL-28	118	111	121	103	111	104	111	100	101	118
HS 578T	111	108	120	99	102	99	101	114	101	100
T-47D	89	111	94	85	101	97	93	99	92	88

61: Cc1ccc(/C(O)=C/c2nc3ccc(C)cc3oc2=O)cc1
62: C=C1CCC2C3(C)COC(c4c(F)cccc4F)OC3CCC2(C)C1CC(O)C1=CCOC1=O (centres undefined)
63: COc1ccc(/C=C/C(=O)O)cc1OC
64: CC(C)OC(=O)Oc1ccc(Cl)cc1Cl
65: O=C(NC1CCCCC1)C(c1ccccc1[N+](=O)[O-])N(C(=O)C1CCc2cc(F)ccc2O1)c1ccc(F)cc1F (centres undefined)
66: CC(=O)Nc1ccc(S(=O)(=O)N/N=C/c2c(O)ccc3ccccc23)cc1
67: Clc1ccc(Nc2cccc(-c3n[nH]c4ccccc34)c2)cc1
68: CSC(=S)N/N=C/c1coc2ccc(F)cc2c1=O
69: O=C(NNc1ccccc1)OCc1ccccc1
70: Cc1nn(-c2ccccc2)c(Cl)c1C1CC(c2ccc(Cl)cc2)=NN1c1ccccc1 (centres undefined)
71: COc1ccc(NCc2ccc(CO)n2-c2ccc(O)cc2)cc1
72: Cc1cccc(N2CCN(c3ncnc4sc5c(c34)CCN(CC(=O)O)C5)CC2)c1

Assay by compound	61	62	63	64	65	66	67	68	69	70	71	72
UACC-62	97	80	98&99	101	79	97	71	92	28	99	104	100
MALME-3M	114	96	122&103	139	90	111	94	86	121	97	103	108
SK-MEL-2	124	52	101&108	100	82	109	96	109	86	118	107	107
UACC-257	104	74	102&104	103	85	100	92	111	92	103	102	111
BT-549	109	-9.2*	111&107	101	69	101	87	99	83	105	103	107
SK-MEL-28	119	62	115&111	108	92	112	96	102	105	110	113	107
HS 578T	123	76	102&103	107	69	89	78	x	92	127	109	104
T-47D	104	48	106&107	102	81	94	69	94	69	74	110	100
